Screens deposited in PubChem by National Center for Advancing Translational Sciences (NCATS).
APE1 inh = APE1 (human) endonuclease inhibition. recombinant APE1, TAMRA/BHQ-2 abasic DNA cleavage fluorescence. Potency, µM (highest dose often 65.8 µM), for the others: at the highest dose activity change, negative = inhibition, usual class: inhibitors. 350,000 compounds, 0.35% hits;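 further: plate controls were vehicle for no effect and reference inhibitor for full effect; nearly all actives have a fitted effect of over 55% in size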
Target sequence (P27695 whole entry, looked up): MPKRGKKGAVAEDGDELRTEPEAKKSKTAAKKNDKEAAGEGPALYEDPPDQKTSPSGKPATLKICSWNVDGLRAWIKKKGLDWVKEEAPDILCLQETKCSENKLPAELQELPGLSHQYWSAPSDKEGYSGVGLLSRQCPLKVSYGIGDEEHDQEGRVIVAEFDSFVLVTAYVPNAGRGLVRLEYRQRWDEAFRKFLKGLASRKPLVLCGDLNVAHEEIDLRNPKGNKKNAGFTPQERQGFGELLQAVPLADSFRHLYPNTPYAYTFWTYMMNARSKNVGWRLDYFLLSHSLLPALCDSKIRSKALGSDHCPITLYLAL
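Step 1: APE1 (0.75 nM) with compound, 15 min RT. Step 2: add 50 nM fluorophore/quencher THF duplex. Step 3: three fluorescence reads 60 s apart (525/598 nm); read 3 minus read 1 = reaction progress.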
POLH inh = DNA polymerase eta (human) inhibition | recombinant Pol eta, fluorescent DNA replication assay | 390,000 compounds, 1.2% hits | Potency, µM (doses to about 114 µM), for the others: at the top dose activity change, negative = inhibition, hits mostly inhibitors | Q9Y253; further: on the % scale 0 is the no-effect control and ±100 the full control effect
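Fluorescent replication assay: 50 nM final substrate added after a 15 min room-temperature compound preincubation with 10 nM enzyme. Signal taken at 0 min and again at 10 min.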
POLK inh = DNA polymerase kappa (human) inhibition; Potency, µM (titrated, usually from 107 µM), without a hit: top-dose activity, negative = inhibition, hits mostly inhibitors; Q9UBT6; AID 588579; purified Pol kappa, fluorescent DNA synthesis assay, 10 min; 400,000 compounds, 0.53% hits; further: on the % scale 0 is the no-effect control and ±100 the full control effect
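Kinetic fluorescence screen: compound preincubated 15 min RT with 10 nM enzyme; 50 nM substrate (final) initiates; reads at 0/10 min.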
Pol iota inh = blocks human DNA polymerase iota activity; 390,000 compounds, 1% hits; Q9UNA4; Potency, µM (highest dose often 115 µM), without a hit: at the top dose activity, negative = inhibition, actives largely listed as inhibitors; Pol iota fluorescent replication assay, 10 min
Target sequence (Q9UNA4 whole entry, looked up): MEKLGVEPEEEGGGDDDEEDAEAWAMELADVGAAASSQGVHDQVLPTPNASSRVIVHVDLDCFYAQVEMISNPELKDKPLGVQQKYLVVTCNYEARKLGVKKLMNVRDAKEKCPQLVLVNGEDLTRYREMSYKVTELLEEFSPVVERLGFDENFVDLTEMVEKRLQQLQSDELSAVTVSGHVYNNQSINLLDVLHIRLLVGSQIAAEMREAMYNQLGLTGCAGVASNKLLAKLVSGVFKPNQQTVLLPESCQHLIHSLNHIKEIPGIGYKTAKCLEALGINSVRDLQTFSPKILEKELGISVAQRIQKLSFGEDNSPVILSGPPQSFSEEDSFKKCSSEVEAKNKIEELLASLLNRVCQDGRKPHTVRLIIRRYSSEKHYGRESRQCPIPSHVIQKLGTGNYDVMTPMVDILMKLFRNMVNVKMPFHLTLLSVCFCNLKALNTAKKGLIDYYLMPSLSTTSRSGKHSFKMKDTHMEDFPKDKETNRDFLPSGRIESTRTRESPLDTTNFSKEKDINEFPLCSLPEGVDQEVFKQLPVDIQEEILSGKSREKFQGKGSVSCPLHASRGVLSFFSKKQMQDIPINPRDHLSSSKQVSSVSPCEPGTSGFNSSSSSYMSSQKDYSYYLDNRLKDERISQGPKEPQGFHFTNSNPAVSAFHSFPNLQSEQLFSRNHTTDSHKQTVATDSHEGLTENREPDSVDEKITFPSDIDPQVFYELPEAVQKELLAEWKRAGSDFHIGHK
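Fluorescent replication assay read twice, at 0 min and 10 min after adding 50 nM (final) substrate. Enzyme (10 nM) and compounds were first incubated 15 min at room temperature; enzyme-free buffer wells were negative controls.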
BAZ2B block = blocks human BAZ2B. Q9UIF8. AlphaScreen BAZ2B-H3K14Ac peptide displacement. Potency, µM (titrated, usually from 114 µM), without a hit: at the top dose activity change, negative = inhibition, most hits filed as inhibitors. 360,000 compounds, 4.4% hits; further: on the % scale 0 is the no-effect control and ±100 the full control effect; nearly all actives have a fitted effect of over 60% in size
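Inhibition is scored as reduced AlphaScreen emission. The BAZ2B/b-H3(5-23)K14Ac complex (50 nM each) in PBS pH 7.4, 0.01% Tween-20 meets compound (up to 110 uM) for 30 min at RT before bead addition.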
JMJD2A Tudor inh = inhibitors of human JMJD2A Tudor domain; 390,000 compounds, 4.4% hits; Potency, µM (top dose mostly 114 µM), for the others: at the highest dose activity change, negative = inhibition, actives largely listed as inhibitors; AlphaScreen JMJD2A-Tudor / H3K4me3 peptide binding; further: on the % scale 0 is the no-effect control and ±100 the full control effect; nearly all actives have a fitted effect of over 50% in size
G9a inh = blocks human histone lysine methyltransferase G9a. Potency, µM (titrated, usually from 102 µM), for inactives: at the highest dose activity, negative = inhibition, hits mostly inhibitors. AID 504332. Q96KQ7. 350,000 compounds, 8.8% hits. G9a H3K9 monomethylation, AlphaScreen, 2 h; further: on the % scale 0 is the no-effect control and ±100 the full control effect; nearly all actives have a fitted effect of over 75% in size
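Enzyme 20 nM + cpd, 15 min RT; add b-H3K9 pep 500 nM / SAM 20 uM; 2 h RT; anti-H3K9me1 Ab 0.5 ug/mL + SA donor / anti-rabbit acceptor beads 20 ug/mL each, 10 min; AlphaScreen read.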
POLB inh = inhibitors of human DNA polymerase beta | P06746 | Pol beta primer extension/strand displacement, fluorescence kinetic | Potency, µM (top dose mostly 114 µM), inactives show top-dose activity change, negative = inhibition, usual class: inhibitors | 340,000 compounds, 1.3% hits | AID 485314; further: on the % scale 0 is the no-effect control and ±100 the full control effect
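Preincubation: enzyme (10 nM) with compound, 15 min, RT. Reaction: substrate added to 50 nM final. Reads: 0 and 10 min. Analysis: normalized, Hill fit.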
BLM inh = Bloom syndrome helicase (human) inhibition. recombinant BLM DNA unwinding, fluorescence dequenching. AID 2528. P54132. Potency, µM (doses to about 56.1 µM), for the others: top-dose activity change, negative = inhibition, hits mostly inhibitors. 350,000 compounds, 0.2% hits;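 further: plate controls were vehicle for no effect and no enzyme for full effect; nearly all actives have a fitted effect of over 35% in size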
* marks the source's active call; other numbers are inactive results; ? = inconclusive; / = no result given; & = joins results of further samples; [ ] = dose if it differs, or a comment. The call rests on the fitted dose curve; in most records, active means well fitted curve in the direction sought with a large enough effect; inconclusive means small, poorly fitted or top-dose-only effect, or another doubt; inactive means no such curve, though single readings can be large; an effect the other way counts as inactive or inconclusive. Potency means the concentration at half of the fitted maximal effect.

cpd | structure | APE1 inh | POLH inh | POLK inh | Pol iota inh | BAZ2B block | JMJD2A Tudor inh | G9a inh | POLB inh | BLM inh
1 | Cc1cccc(N2CCN(C(c3ccc(F)cc3)c3nnc(-c4ccccc4)o3)CC2)c1C (stereo not given) | / | -10% | -22% | -1% | 50µM* | ? | ? | 10% | -5%
2 | CCc1noc(C)c1C(=O)Nc1cccc(S(=O)(=O)N(C)c2ccccc2)c1 | 9% | -9% | -9% | 10% | 10% | -16% | -21%[0.501 µM] | / | /
3 | O=C(CNC1=NCCC1)c1ccc(Cl)cc1 | 20% | -4% | -22% | 18% | 3% | -10% | 28µM* | 4% | -9%
4 | COc1cc(/C=C(/C#N)C(=O)NCCc2c[nH]c3ccccc23)ccc1OCc1ccccc1F | 0% | 4% | -1% | -3% | -9% | -9% | 1% | 25% | -3%
5 | CCCCC(=O)Nc1cc(N(C)C)nc2ccccc12 | -2% | -16% | -5% | 22% | -1% | 6% | -1%[59 µM] | 34% | -6%
6 | CCOc1cc2[nH]c(=O)n(CCCCC(=O)N3CCCCCC3)c(=O)c2cc1OCC | 6% | -11% | -4% | 9% | -5% | -17%[57.1 µM] | 16%[59 µM] | 1% | 3%
7 | CCOC(=O)CN1CC23C=CC(O2)C(C(=O)NCc2ccc(F)cc2)C3C1=O (stereo not given) | 3% | -18% | -22% | -6% | -2% | 0% | 22µM* | 2% | 0%
8 | COc1ccc(C2NC(=O)c3ccccc3O2)cc1OC (stereo not given) | -4% | 0% | -2% | 21% | 4% | -1% | 10%[59 µM] | 26% | 1%
9 | CN(c1ccccc1)S(=O)(=O)c1ccc2c(c1)oc(=O)n2C | 41% | -21% | -5% | 23% | 1% | -15% | 6%[0.501 µM] | 14% | -5%
10 | C=CCOc1ccc(/C=C2/C(=O)ON=C2C)cc1OC | 16% | -6% | -6% | 24% | -35% | -13% | 50µM* | 35% | -3%
11 | O=C(NNC(=O)C1CC1c1ccccc1)c1cccc([N+](=O)[O-])c1 (stereo not given) | -1% | 3% | -19% | 25% | 9% | -10% | ? | -11% | 1%
12 | Cc1cc(C)cc(N(CCC#N)C(=O)COC(=O)C2CCN(S(=O)(=O)c3ccc(C)c(C)c3)CC2)c1 | -14% | -15% | -6% | 30%[activator] | 7% | -15% | -44% | / | /
13 | COc1ccc(CCn2c(C3CCCCC3)nc3c(c(=O)c4ccccc4n3C)c2=O)cc1OC | 1% | 2% | -6% | ? | -3% | -11% | 0% | 16% | -3%
14 | CC(=O)NC12CC3CC(C1)CC(C(=O)N1CCN(S(=O)(=O)c4ccccc4[N+](=O)[O-])CC1)(C3)C2 | -1% | -8% | -23% | 7% | 5% | -18% | -6%[59 µM] | / | /
15 | COc1ccccc1OCC(O)Cn1nc(C)cc1C (stereo not given) | -1% | 2% | -22% | 43%[activator] | ? | 5% | -18%[59 µM] | 49% | 4%
16 | Cc1ccc(Nc2nnc(SC(C)C(=O)NCC3CCCO3)s2)cc1C (stereo not given) | 0% | -27% | -2% | 19% | 1% | -30% | -41% | / | /
17 | O=C(CSc1ccsc1[N+](=O)[O-])N1CCN(c2ccc(Cl)cc2)CC1 | ? | 28µM* | ? | 28µM* | ? | ? | 50µM* | 14µM* | -28%
18 | Cc1ccc(C(=O)Nc2sc(C(=O)N(C)C)c(C)c2C#N)cc1 | 1% | -21% | -13% | 156%[activator] | 0% | 0% | ? | 4% | -5%
19 | O=C(COC(=O)/C=C/c1cccc(Cl)c1)Nc1ccc(N2CCOCC2)cc1 | 18% | -30% | 2% | 7% | / | -12% | / | / | /
20 | O=C(Nc1cccnc1)c1ccc(S(=O)(=O)c2ccccc2)cc1 | 0% | -19% | 2% | 77%[activator] | -18% | -3% | -29% | 30% | 2%
21 | O=C1CCC(=O)N1CN(C(=O)c1ccco1)c1ccc(Cl)c(Cl)c1 | -10% | 0% | -6% | ? | -1% | 9%[11.4 µM] | 8%[59 µM] | 3% | -11%
22 | CCOc1cc(/C=C2\SC(=S)N(Nc3ccccc3)C2=O)ccc1O | ? | ? | ? | ? | 20µM* | 0%[11.4 µM] | ? | 13µM* | -22%
23 | CCn1cnnc1SCC(=O)NCC1COc2ccccc2O1 (stereo not given) | 1% | -5% | 0% | 23% | 28% | 5% | 8%[2.33 µM] | / | /
24 | COc1ccc(-c2cc(C(F)(F)F)nc(SCCC(=O)Nc3cc(C)on3)n2)cc1 | 1% | -9% | 6% | 4% | -30% | -19% | -44%[59 µM] | -8% | 5%

Another view of some results above:
[22] CCOc1cc(/C=C2\SC(=S)N(Nc3ccccc3)C2=O)ccc1O
[21] O=C1CCC(=O)N1CN(C(=O)c1ccco1)c1ccc(Cl)c(Cl)c1
[17] O=C(CSc1ccsc1[N+](=O)[O-])N1CCN(c2ccc(Cl)cc2)CC1
screen / no.	22	21	17
APE1 inh	?	-10%	?
POLH inh	?	0%	28µM*
POLK inh	?	-6%	?
Pol iota inh	?	?	28µM*
BAZ2B block	20µM*	-1%	?
JMJD2A Tudor inh	0%[11.4 µM]	9%[11.4 µM]	?
G9a inh	?	8%[59 µM]	50µM*
POLB inh	13µM*	3%	14µM*
BLM inh	-22%	-11%	-28%

Further compounds:
cpd | structure | APE1 inh | POLH inh | POLK inh | Pol iota inh | BAZ2B block | JMJD2A Tudor inh | G9a inh | POLB inh | BLM inh
25 | N#CCCn1ncn(-c2ccccc2)c1=S | -3% | -13% | -17% | 29% | 9% | -6% | 9%[2.33 µM] | 1% | 2%
26 | COc1ccccc1C(CNC(=O)CN(C)S(=O)(=O)c1ccc(C)cc1)N1CCCC1 (stereo not given) | 8% | -3% | 0% | 9% | 11% | -18% | 3%[12.7 µM] | / | /
27 | O=C(c1c(F)cccc1F)N1CCCC(c2nc(-c3ccc(F)cc3)no2)C1 (stereo not given) | 27% | -2% | -5% | -7% | -6% | -1% | 0% | ? | -9%
28 | Cn1cc(/C=N/NC(=O)c2cccc([N+](=O)[O-])c2)c2ccccc21 | 2% | ? | 4% | ? | -11% | -33% | 1%[59 µM] | -8% | 0%
29 | Cn1ccc(C(=O)OCC(=O)Nc2cccc3ccccc23)n1 | 1% | -1% | 2% | 31%[activator] | -22% | -10% | 19%[59 µM] | 7% | -2%
30 | Oc1ccc(-c2c(C3=CCCCC3)sc3ccccc23)cc1 | 27% | -20% | -1% | 1% | -32% | -19% | ? | -10% | -3%
31 | CCCOc1ccc(Nc2cc(C)nc(C)n2)cc1 | / | -24% | -14% | 4% | ? | -16% | -43%[59 µM] | -13% | 1%
32 | CCCCn1c(N)c(N(CC)C(=O)c2cccc(S(=O)(=O)N3CCN(C)CC3)c2)c(=O)[nH]c1=O | 1% | -13% | -3% | 5% | -4% | -4% | ? | / | /
33 | Cc1cc(C)c(C)c(S(=O)(=O)NCCN2CCOCC2)c1C | 15% | -1% | -16% | 12% | 3% | -12% | 9% | -3% | -4%
34 | Cc1cc(C)nc(SCC(=O)Nc2ncc(Cc3cccc(Cl)c3Cl)s2)n1 | 2% | -10% | -3% | -19% | -29% | -14% | ? | 3% | -4%
35 | CSc1ncccc1C(=O)OCC(=O)C(C)(C)C | 22% | -17% | 6% | 36%[activator] | 2% | 1% | ? | 20% | -1%
36 | O=C(Nc1cccc(F)c1)N1CCCC2(CCN(S(=O)(=O)c3ccccc3)CC2)C1 | 4% | / | -2%[60.1 µM] | / | / | / | 7%[12.7 µM] | / | -2%
37 | CCN(CC)S(=O)(=O)c1ccc2c(c1)N(CC(=O)Nc1ccc(Cl)cc1)C(=O)C1CCCN21 (stereo not given) | / | -13% | -17% | ? | -15% | -14% | ? | -3% | -12%
38 | Cc1ccc(S(=O)(=O)N2CCC(=O)N(C(COCc3ccccc3)Cc3ccccc3)CC2)cc1 (stereo not given) | 5% | -11% | -11% | 1% | -2% | -18% | -9% | 0% | -6%
39 | Cc1cc(C(=O)NN=C2CCCCC2)c2ccccc2n1 | 1% | -23% | -5% | 178%[activator] | -6% | 7% | 18%[59 µM] | 17% | 5%
40 | CCc1ccccc1NC(=O)Cc1c(C(=O)O)[nH]c2ccc(Cl)cc12 | / | 5% | 3% | -17% | -33% | -28% | -27%[59 µM] | 4% | 2%
41 | CCN(c1ccc(OC)cc1)S(=O)(=O)c1ccc2[nH]c3c(c2c1)CCCCC3 | / | -10% | -16% | 79µM* | ? | ? | ? | 20% | -14%
42 | COC(=O)c1sc(NC(=O)c2cc3c(s2)CCCC3)nc1C | 0% | 1% | -13% | ? | -1% | -11% | 14%[12.7 µM] | -11% | -7%
43 | COc1ccc2oc(=O)c(-c3csc(Nc4ccc(O)cc4)n3)cc2c1 | 0% | ? | -14% | -14% | ? | -22% | ? | 2% | -13%
44 | COc1ccc(/C(C)=N/Nc2nc(C)cc(-c3ccccc3)n2)cc1 | / | -11% | -8% | 149%[activator] | / | -17% | / | / | /
45 | CN(Cc1ccc(F)cc1)C(=O)c1cccc(OCc2ccccc2)c1 | 49%[activator] | -6% | -3% | 73%[activator] | 47%[activator] | 75%[activator] | 157%[activator] | -20% | -14%
46 | CC(C)(C)c1ccc(S(=O)(=O)Nc2ccc(C(=O)N3CCCC3)cc2)cc1 | 12% | -4% | -4% | 26% | -9% | -22% | 6% | -18% | -5%
47 | CCCCn1c(SCC(=O)Nc2ccccc2C(F)(F)F)nc2ccsc2c1=O | 2% | -14% | -6% | 9% | -5% | -7% | -24% | -1% | 1%
48 | COc1ccc(C(=O)Nc2ccnn2C2CCN(C(C)CSC)CC2)cc1 (stereo not given) | 21% | -13% | 4% | 10% | -1% | -17% | 18% | 1% | 3%
49 | COc1ccc(-c2cc(C(=O)Nc3cccnc3Cl)no2)cc1OC | 55%[activator] | -6%&-18% | -1%&12% | -13%&27% | 3%&1% | -12%&0% | 12% | 12%&7% | -7%&-6%
50 | CCOc1ccc(-c2cc3nc(C4CCN(C(=O)OC(C)(C)C)CC4)c(C(=O)Nc4ccc(C)cc4Cl)cn3n2)cc1 | / | -16% | -10% | 13% | 4% | 1% | 18%[59 µM] | 6% | -4%
51 | Cc1cccc(N2CCN(C(=S)NCCc3ccccc3)CC2)c1C | 1% | -6% | -11% | 25% | 3% | -3% | -15% | 6% | 7%
52 | CCOc1ccc(C(=O)NCC(C)C)cc1 | -1% | -10% | -11% | -2% | 8% | 6%[57.1 µM] | 0.89µM* | 17% | -6%
53 | COc1ccccc1CNC(=O)CN1C(=O)NC2(CCC(C)CC2)C1=O (stereo not given) | 20% | -16% | -1% | -3% | / | -2% | / | / | /

Not all compounds are listed; the hit share may differ from the screen's.
